LANA DNA inh = KSHV C-LANA DNA binding inhibition | MBP-C-LANA/FAM-LBS DNA binding, fluorescence polarization | inhibition, % at 9 µM | 340,000 tested, 0.078% active;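 active means highest replicate inhibition at or above 60% at 9 µM, even if other replicates fall short; inactive means all replicates below 60% inhibition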;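 further: 0% = neutral control wells and 100% = 4 µM acridine orange control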
SR-BI uptake up = activators of SR-BI mediated HDL lipid uptake; CHO ldlA[mSR-BI] cells, DiI-HDL uptake fluorescence, 3 h; 100 = double the neutral-control signal; activation, % at 12.5 µM; AID 504775; 320,000 tested, 0.096% active;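 active means mean replicate activation of at least 60% and every replicate at or above 60%; inconclusive means mean or all-replicate condition met, but not both; inactive means mean below 60% and not all replicates reaching 60%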;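 further: 0% = median plate neutral-control signal and 100% = twice that signal; values of inactives mirror those of a sister screen read the other way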
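Assay system: LDL receptor-deficient CHO ldlA cells overexpressing murine SR-BI / Medium: BSA-supplemented, HEPES-buffered Ham's F12, pH 7.4 / Probe or stimulus: DiI-labelled HDL at 10 µg/mL final / Timing: compound with DiI-HDL co-incubation, 3 h at 37 °C / Technique: bottom-read cell fluorescence after medium removal, ex 550/em 595 nm / Measure: HDL uptake via cellular fluorescence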
Keap1-Nrf2 PPI = disrupts human Keap1 binding to Nrf2 peptide. Keap1 Kelch-Nrf2 peptide fluorescence polarization, 1536-well. inhibition, % at 9.4 µM. 340,000 tested, 0.15% active. AID 504523; in the data active means inhibition above about 12%; inconclusive means no clear call, values can overlap the other calls; inactive means below about 7.3%;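 further: human Keap1 Kelch domain with fluorescein labeled Nrf2 9mer peptide probe; 0% = neutral control wells and 100% = peptide positive control; higher means more block of Keap1 binding to Nrf2 peptide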
Rtt109 Vps75 = blocks Candida albicans Rtt109/Vps75 acetyltransferase activity. purified Rtt109/Vps75, ThioGlo CoA-SH fluorescence, 4 h. inhibition, % at 34.9 µM. 330,000 tested, 0.16% active. AID 540336. Q5AAJ8;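 active means inhibition of at least 50% in every replicate; inconclusive means best replicate reaches 50% inhibition but some replicates fall short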
Target sequence (Q5AAJ8 whole entry, looked up): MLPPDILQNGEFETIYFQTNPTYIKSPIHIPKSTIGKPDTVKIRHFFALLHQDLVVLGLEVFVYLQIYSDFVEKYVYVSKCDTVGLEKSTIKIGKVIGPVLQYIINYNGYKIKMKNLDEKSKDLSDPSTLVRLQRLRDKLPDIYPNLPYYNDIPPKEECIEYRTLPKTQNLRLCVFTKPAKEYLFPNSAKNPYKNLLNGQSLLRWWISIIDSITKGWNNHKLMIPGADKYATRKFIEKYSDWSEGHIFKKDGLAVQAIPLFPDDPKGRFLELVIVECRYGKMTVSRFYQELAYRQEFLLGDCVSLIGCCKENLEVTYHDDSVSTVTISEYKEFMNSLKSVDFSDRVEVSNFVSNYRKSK
CAL PDZ FP-1 = blocks peptide binding to the human CAL PDZ domain. Q9HD26. purified CAL PDZ, TMR-peptide fluorescence polarization, 1 h. inhibition, % at 24.9 µM. 300,000 tested, 0.92% active. AID 602252;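 active means mean inhibition of at least 30% with at least half of replicates also reaching 30%; inconclusive means no clear call, values can overlap the other calls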;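 further: 0% = DMSO neutral control and 100% = excess unlabeled competitor peptide PRC23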
RTF Ca sens inh = cardiac RTF calcium desensitization. P19429+P45379. IANBD-labeled cardiac RTF, Ca2+ fluorescence. inhibition, % at 7.15 µM. 340,000 tested, 0.12% active. AID 493244;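 active means inhibition above the mean inhibition of all tested compounds plus 3 SD, cut at about 17% in these data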;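 further: assay run at fixed EC70 calcium of 1.6 mM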
cardiac RTF act = increases calcium sensitivity of human cardiac regulated thin filaments; P19429+P45379; IANBD-labeled TnC RTF fluorescence at EC20 calcium; 0% EC20 calcium, 100% full calcium; activation, % at 7.2 µM; 340,000 tested, 0.24% active; AID 493008;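 active means activation above the mean over all tested compounds plus 3 SD, cut at about 30% in these data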;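 further: rise in fluorescence read as greater calcium sensitivity of cardiac thin filaments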
DAGLB inh = blocks human DAGLB lipase activity; Q8NCG7; HEK293T DAGLB membrane lysate, EnzChek fluorogenic substrate; inhibition, % at 5.17 µM; 340,000 tested, 0.059% active; in the data active means inhibition above about 34%;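 further: 0% = enzyme with vehicle and 100% = wells lacking enzyme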
CAL PDZ FP-2 = human CAL PDZ-peptide interaction inhibition; Q9HD26; purified CAL PDZ, TMR-peptide fluorescence polarization, 1 h; inhibition, % at 20 µM; AID 504414; 330,000 tested, 0.02% active;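 active means highest replicate inhibition of at least 40%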;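 further: plate controls were DMSO neutral control wells for no effect and unlabeled competitor peptide control wells for full effect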
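Read-out basis: mP drop reported as inhibition | Assay system: Tagged CAL PDZ protein CerCALP, purified | Benchmarks: Unlabelled peptide for full inhibition, DMSO wells as neutral | Schedule: 1 h incubation at room temperature before polarization reading | Buffer or medium: Sodium phosphate/NaCl buffer pH 7.4 with TCEP, IgG, Thesit | Doses: Single point, 20 µM | Measured by: Fluorescence polarization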
PKA-R2B act = activators of human PKA-R2B complex; P22694+P31323; PKA-R2B holoenzyme dissociation, Cy5-IP20 fluorescence polarization; R2B truncated from residue 108, S112A mutant; 0% DMSO only, 100% 113 µM cGMP; 340,000 tested, 0.079% active; activation, % at 11.4 µM; AID 504700;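 active means activation above a cutoff set at the mean over all compounds plus 3 SD, cut at about 18% in these data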;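 further: higher means more holoenzyme dissociation and a rise in polarization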
Target sequence (P31323 whole entry, looked up, other chains not shown, the tested form may be a part): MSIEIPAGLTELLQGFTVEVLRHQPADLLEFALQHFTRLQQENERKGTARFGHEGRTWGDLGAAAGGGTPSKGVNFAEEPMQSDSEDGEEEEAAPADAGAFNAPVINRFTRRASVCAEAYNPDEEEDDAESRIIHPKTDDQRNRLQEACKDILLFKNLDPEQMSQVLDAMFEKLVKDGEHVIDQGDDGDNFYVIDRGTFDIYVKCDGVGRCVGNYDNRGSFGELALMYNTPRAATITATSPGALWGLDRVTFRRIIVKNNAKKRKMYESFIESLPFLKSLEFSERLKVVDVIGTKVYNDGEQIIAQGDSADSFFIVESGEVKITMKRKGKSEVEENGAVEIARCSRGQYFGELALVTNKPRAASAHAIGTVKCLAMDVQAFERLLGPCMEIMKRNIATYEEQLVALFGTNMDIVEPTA
The depositor's hits bear a star; ? = inconclusive; nt = no result given. Not all compounds are listed; count on the stated rates, not on these rows.

Screens by letter – A = LANA DNA inh; B = SR-BI uptake up; C = Keap1-Nrf2 PPI; D = Rtt109 Vps75; E = CAL PDZ FP-1; F = RTF Ca sens inh; G = cardiac RTF act; H = DAGLB inh; I = CAL PDZ FP-2; J = PKA-R2B act
COC(=O)C1=C(c2cccc(OCc3ccccc3)c2)C[C@@H]2CC[C@H]1N2C(=O)NC1CCN(Cc2ccccc2)CC1
  A: -0.5 | B: -10 | C: -1 | D: 0 | E: -3 | F: -2 | G: -4 | H: -2 | I: -1.8 | J: 1

C[C@]12CCC3C(CC[C@@H]4C[C@H](O)CC[C@]34C)C1CCC2=O (stereo partly drawn)
  A: -5.0 | B: -4 | C: 0 | D: -2 | E: -3 | F: -3 | G: 2 | H: 0 | I: 0.3 | J: 9

CN(C)CC1CCCCC1OC(=O)Cc1ccc(Cl)c([N+](=O)[O-])c1 (stereo not drawn)
  A: 0.6 | B: nt | C: 2 | D: -8 | E: -2 | F: -25 | G: 0 | H: -1 | I: -0.3 | J: 0

CCN(CC)c1ccc(/C=N/c2sc3c(c2C#N)C2CCN3CC2)c(O)c1
  A: -0.2 | B: -43 | C: -12 | D: -7 | E: 1 | F: -175 | G: 146* | H: -36 | I: -2.1 | J: -9

COc1ccc(C(=O)O)cc1OC
  A: -0.1 | B: 8 | C: -2 | D: -8 | E: 0 | F: -8 | G: 13 | H: -2 | I: -0.2 | J: 7

CCOC(=O)C1=Nc2ccccc2/C1=C\c1c(O)n(C)c(=O)n(C)c1=O
  A: 0.5 | B: -26 | C: -8 | D: -3 | E: nt | F: 3 | G: 5 | H: 0 | I: -0.8 | J: -13

Cc1cc2c(C(F)(F)F)cc(=O)oc2c2c1NCCC2
  A: 1.9 | B: 4 | C: 8 | D: -3 | E: 0 | F: -105 | G: 63* | H: -13 | I: -0.1 | J: 13

COCCn1cc(C(=O)N2CCC3(CC2)OCCO3)c2c3ccccc3n(C)c2c1=O
  A: 0.6 | B: 18 | C: 2 | D: 10 | E: -2 | F: -12 | G: 4 | H: -2 | I: nt | J: 4

CCN(CC)CCNCC(=O)Nc1ccc(Cl)cc1C(=O)c1ccccc1
  A: -0.2 | B: 16 | C: 5 | D: ? | E: -4 | F: 1 | G: 0 | H: 2 | I: -2.8 | J: 7

c1ccc2c(c1)[nH]c1cnccc12
  A: 0.1 | B: -1 | C: -4 | D: -18 | E: -3 | F: 5 | G: -3 | H: 3 | I: -0.6 | J: 5

Sorted by count of non-hydrogen atoms (low to high): part of the list above
Screens by letter – A = LANA DNA inh; B = SR-BI uptake up; C = Keap1-Nrf2 PPI; D = Rtt109 Vps75; E = CAL PDZ FP-1; F = RTF Ca sens inh; G = cardiac RTF act; H = DAGLB inh; I = CAL PDZ FP-2; J = PKA-R2B act
c1ccc2c(c1)[nH]c1cnccc12
  A: 0.1 | B: -1 | C: -4 | D: -18 | E: -3 | F: 5 | G: -3 | H: 3 | I: -0.6 | J: 5

Cc1cc2c(C(F)(F)F)cc(=O)oc2c2c1NCCC2
  A: 1.9 | B: 4 | C: 8 | D: -3 | E: 0 | F: -105 | G: 63* | H: -13 | I: -0.1 | J: 13

C[C@]12CCC3C(CC[C@@H]4C[C@H](O)CC[C@]34C)C1CCC2=O (stereo partly drawn)
  A: -5.0 | B: -4 | C: 0 | D: -2 | E: -3 | F: -3 | G: 2 | H: 0 | I: 0.3 | J: 9

CN(C)CC1CCCCC1OC(=O)Cc1ccc(Cl)c([N+](=O)[O-])c1 (stereo not drawn)
  A: 0.6 | B: nt | C: 2 | D: -8 | E: -2 | F: -25 | G: 0 | H: -1 | I: -0.3 | J: 0

CCOC(=O)C1=Nc2ccccc2/C1=C\c1c(O)n(C)c(=O)n(C)c1=O
  A: 0.5 | B: -26 | C: -8 | D: -3 | E: nt | F: 3 | G: 5 | H: 0 | I: -0.8 | J: -13

CCN(CC)CCNCC(=O)Nc1ccc(Cl)cc1C(=O)c1ccccc1
  A: -0.2 | B: 16 | C: 5 | D: ? | E: -4 | F: 1 | G: 0 | H: 2 | I: -2.8 | J: 7

COCCn1cc(C(=O)N2CCC3(CC2)OCCO3)c2c3ccccc3n(C)c2c1=O
  A: 0.6 | B: 18 | C: 2 | D: 10 | E: -2 | F: -12 | G: 4 | H: -2 | I: nt | J: 4

COC(=O)C1=C(c2cccc(OCc3ccccc3)c2)C[C@@H]2CC[C@H]1N2C(=O)NC1CCN(Cc2ccccc2)CC1
  A: -0.5 | B: -10 | C: -1 | D: 0 | E: -3 | F: -2 | G: -4 | H: -2 | I: -1.8 | J: 1

The list continues.
Screens by letter – A = LANA DNA inh; B = SR-BI uptake up; C = Keap1-Nrf2 PPI; D = Rtt109 Vps75; E = CAL PDZ FP-1; F = RTF Ca sens inh; G = cardiac RTF act; H = DAGLB inh; I = CAL PDZ FP-2; J = PKA-R2B act
Cc1nc2cc(F)ccc2n1C1CCN(Cc2nnnn2CCc2ccccc2)CC1
  A: 0.3 | B: -15 | C: 1 | D: 2 | E: 4 | F: 18* | G: 3 | H: 0 | I: -1.5 | J: -12

CCCCCCC(=O)N/N=C/c1c(O)n(CCCC)c(=S)[nH]c1=O
  A: 1.5 | B: 4 | C: 0 | D: -2 | E: -1 | F: -15 | G: 5 | H: 5 | I: -0.6 | J: -6

O=S(=O)(c1ccc(Cl)cc1)N1CCCCC1c1cccnc1 (stereo not drawn)
  A: -0.5 | B: 16 | C: 3 | D: 7 | E: -2 | F: -5 | G: -5 | H: 0 | I: 0.3 | J: 1

COC(=O)CNC(=O)c1cn(CCC#N)nc1-c1ccc(F)cc1
  A: 0.4 | B: 18 | C: -2 | D: -2 | E: -2 | F: 8 | G: 1 | H: -2 | I: -1.2 | J: -5

COc1ccc(N=Cc2c(O)n(-c3ccc(C)cc3)c(=O)[nH]c2=O)cc1
  A: -0.5 | B: -22 | C: -5 | D: -16 | E: 0 | F: nt | G: nt | H: nt | I: -0.7 | J: nt

COc1ccc(C(=O)Cn2c(NCCCl)nc3ccccc32)cc1
  A: 0.4 | B: -1 | C: -2 | D: 3 | E: -5 | F: -8 | G: -1 | H: 2 | I: 0.1 | J: -6

A draw from above in order of SMILES length, smallest number first:
Screens by letter – A = LANA DNA inh; B = SR-BI uptake up; C = Keap1-Nrf2 PPI; D = Rtt109 Vps75; E = CAL PDZ FP-1; F = RTF Ca sens inh; G = cardiac RTF act; H = DAGLB inh; I = CAL PDZ FP-2; J = PKA-R2B act
COC(=O)CNC(=O)c1cn(CCC#N)nc1-c1ccc(F)cc1
  A: 0.4 | B: 18 | C: -2 | D: -2 | E: -2 | F: 8 | G: 1 | H: -2 | I: -1.2 | J: -5

CCCCCCC(=O)N/N=C/c1c(O)n(CCCC)c(=S)[nH]c1=O
  A: 1.5 | B: 4 | C: 0 | D: -2 | E: -1 | F: -15 | G: 5 | H: 5 | I: -0.6 | J: -6

COc1ccc(N=Cc2c(O)n(-c3ccc(C)cc3)c(=O)[nH]c2=O)cc1
  A: -0.5 | B: -22 | C: -5 | D: -16 | E: 0 | F: nt | G: nt | H: nt | I: -0.7 | J: nt

Screening data deposited in PubChem by several laboratories.
